NF-kB neuron act: NF-kB expression increase, human neuronal cells | NF-kB reporter expression; active compounds read high | 190,000 tested, 1.6% active | AID 1239 | fold change at 12.5 µM; in the data active means fold change above about 3.3
APP 5UTR inh: APP translation inhibition; 190,000 tested, 0.82% active; SH-SY5Y APP 5'UTR-luciferase reporter, luminescence; inhibition, % at 2 µM;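 active means inhibition above a set limit, derived from the sample mean plus 3 SD, cut at about 45% in these data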; further: values of inactives mirror those of a sister screen read the other way
STAT3 inh: inhibitors of IL-6 induced STAT3 signaling. inhibition, % at 5.5 µM. U3A cells, IL-6 STAT3-luciferase reporter, luminescence; host cell line lacks STAT1. 190,000 tested, 0.89% active;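 active means inhibition above the mean inhibition across all screened compounds plus 3 SD, cut at about 44% in these data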;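 further: 0% = DMSO only wells and 100% = 100 µM nifuroxazide control wells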
ROMK primary: modulators of human ROMK potassium channel | 130,000 tested, 2% active | B-score at 10 µM | Tet-inducible ROMK, thallium flux fluorescence; actives lie on both sides | P48048;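 active means signal ratio slope over the read window, or its plate-corrected B-score, at least 3 SD from the plate mean, either direction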;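 further: B-score of the F/F0 ratio slope over 7 to 12 s after thallium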
Target sequence (P48048 whole entry, looked up): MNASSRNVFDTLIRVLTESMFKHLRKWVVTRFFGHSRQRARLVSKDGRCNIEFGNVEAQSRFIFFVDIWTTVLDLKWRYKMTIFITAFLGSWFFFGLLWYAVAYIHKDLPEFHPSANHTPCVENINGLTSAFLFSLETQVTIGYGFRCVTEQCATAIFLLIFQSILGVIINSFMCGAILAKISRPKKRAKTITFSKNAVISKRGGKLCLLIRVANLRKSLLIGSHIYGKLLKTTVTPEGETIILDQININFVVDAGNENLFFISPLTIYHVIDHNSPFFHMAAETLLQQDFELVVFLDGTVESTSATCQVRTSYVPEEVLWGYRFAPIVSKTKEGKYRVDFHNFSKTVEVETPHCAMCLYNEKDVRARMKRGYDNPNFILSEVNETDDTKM
STAT1 blocker: STAT1 signaling inhibition; NIH 3T3 STAT1-luciferase reporter, IFN-gamma, luminescence; inhibition, % at 5.5 µM; 200,000 tested, 0.35% active;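 active means inhibition above a set limit, the mean inhibition across all tested compounds plus 3 SD, cut at about 34% in these data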;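 further: 0% = IFN-gamma with DMSO and 100% = IFN-gamma with 300 µM nifuroxazide; values of inactives mirror those of a sister screen read the other way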
APP 5'UTR act: APP 5'UTR luciferase reporter activation | SH-SY5Y APP 5'UTR luciferase reporter, luminescence; zero percent = DMSO vehicle wells | activation, % at 2 µM | 190,000 tested, 1% active;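 active means activation above a set limit, based on mean plus 3 SD of controls, cut at about 140% in these data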; further: values of inactives mirror those of a sister screen read the other way
STAT3 activator: activators of IL-6 induced STAT3 signaling; U3A cells, IL-6 STAT3-luciferase reporter, luminescence; 100% = signal with IL-6 EC80 alone; activation (% of control), % at 5.6 µM; 190,000 tested, 0.91% active; AID 871;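 active means activation above the screen-wide mean of compound activation plus 3 SD, cut at about 130% in these data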;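 further: 0% = background luminescence of wells with medium and substrate only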
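System – human U3A cells carrying STAT3-luciferase construct · Probe or stimulus – Interleukin-6, 33 ng/mL · Schedule – compound 1 h, then IL-6 6 h at 37 °C · Signal – luminescence from STAT3-driven luciferase reporter · Evaluation – percent of IL-6-only median luminescence · Benchmarks – IL-6-only high control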
FLuc stim CS: affects firefly luciferase, flagging false hits in luciferase stimulation screens; ATPlite luciferase biochemical, luminescence, 10 min; 0 = ATP-free wells, 1 = DMSO control; activation factor at 10 µM; 200,000 tested, under 10 active; AID 1027;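 active means luciferase activation factor, scaled between plate controls, of at least 2 with compound at 10 µM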
Target sequence (P08659 whole entry, looked up): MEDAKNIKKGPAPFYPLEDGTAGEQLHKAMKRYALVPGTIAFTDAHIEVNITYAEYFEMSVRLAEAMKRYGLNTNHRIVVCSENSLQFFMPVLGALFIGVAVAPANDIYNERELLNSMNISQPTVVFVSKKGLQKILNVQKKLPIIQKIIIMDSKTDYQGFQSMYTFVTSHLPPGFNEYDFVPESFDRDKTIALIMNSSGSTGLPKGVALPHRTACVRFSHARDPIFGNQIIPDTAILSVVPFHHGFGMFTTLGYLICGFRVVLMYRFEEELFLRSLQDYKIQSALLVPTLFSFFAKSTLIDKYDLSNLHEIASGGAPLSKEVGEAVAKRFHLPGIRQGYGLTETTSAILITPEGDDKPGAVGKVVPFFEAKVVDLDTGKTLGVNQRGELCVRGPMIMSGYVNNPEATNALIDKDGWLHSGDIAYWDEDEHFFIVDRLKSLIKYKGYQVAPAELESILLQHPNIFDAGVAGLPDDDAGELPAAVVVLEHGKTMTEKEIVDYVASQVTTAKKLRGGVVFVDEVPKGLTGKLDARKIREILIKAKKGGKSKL
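Material: Luciferase/luciferin reagent mix; Doses: test compounds dosed from 2 mM stocks in 100% DMSO; Schedule: 10 min incubation after luciferase reagent addition, room temperature; Measured by: luminescence from luciferase reaction; Read-out: luminescence gain marking luciferase activators.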
FLuc inh counter: inhibits firefly luciferase, flagging false hits in luciferase inhibition screens | P08659 | ATPLite firefly luciferase biochemical luminescence, 10 min | inhibition, % at 10 µM | 200,000 tested, 1.5% active | AID 1006;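 active means inhibition above about 50% when tested at 10 µM, limit read from the data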
STAT1 activator: STAT1 signaling activation; NIH 3T3 STAT1-luciferase reporter, IFN-gamma, luminescence; 100% = IFN-gamma alone, no compound; activation (% of control), % at 5.5 µM; 200,000 tested, 2.6% active;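 active means activation above the screen-wide mean activation plus 3 SD, cut at about 130% in these data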;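 further: raw ratio to IFN-gamma control signal so 100% means no change and 0% no light; values of inactives mirror those of a sister screen read the other way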
* hit, by the source's call.

Screening CN(C)/C=N/c1nccc(-c2cccs2)n1 returned NF-kB neuron act 1.11, APP 5UTR inh -3.3, STAT3 inh 15.8, ROMK primary -0.417, STAT1 blocker -9.0, APP 5'UTR act 3.3, STAT3 activator 94.8, FLuc stim CS 1, FLuc inh counter 0.4 and STAT1 activator 106.5.
`N=c1n(CCN2CCCC2)c2ccccc2n1CC(O)c1ccc(Cl)c(Cl)c1` (stereo unspecified) gave NF-kB neuron act 1.37, APP 5UTR inh 4.3, STAT3 inh 4.8, ROMK primary -3.39, STAT1 blocker -3.7, APP 5'UTR act -4.3, STAT3 activator 99.7, FLuc stim CS 1.1, FLuc inh counter -5.7 and STAT1 activator 101.9.
CC(=O)OCc1c(C)cc(C)c(/C=C(/C#N)C(N)=O)c1C was read as NF-kB neuron act 1.15, APP 5UTR inh -14.0, STAT3 inh -7.1, ROMK primary 0.311, STAT1 blocker -8.4, APP 5'UTR act 14.0, STAT3 activator 110.7, FLuc stim CS 1, FLuc inh counter -0.9 and STAT1 activator 106.5.
`COc1ccc(OC)c(S(=O)(=O)NCc2cn3c(C)csc3n2)c1` gave NF-kB neuron act 1.12, APP 5UTR inh -12.5, STAT3 inh 0.9, STAT1 blocker -4.1, APP 5'UTR act 12.5, STAT3 activator 103.2, FLuc stim CS 1, FLuc inh counter -2.4 and STAT1 activator 103.7.
For CCN(CC)CCN(Cc1cc2cc(C)ccc2[nH]c1=O)C(=S)Nc1ccccc1 the results were NF-kB neuron act 0.88, APP 5UTR inh -1.2, STAT3 inh -5.4, ROMK primary -2.14, STAT1 blocker -1.7, APP 5'UTR act 1.2, STAT3 activator 106.7, FLuc stim CS 1.1, FLuc inh counter -6.3 and STAT1 activator 102.1.
Screening CCOC(=O)C1=C(N)n2c(s/c(=C\c3cccs3)c2=O)=C(C(=O)OCC)C1c1cccs1 (stereo unspecified) returned NF-kB neuron act 0.77, APP 5UTR inh 2.8, STAT3 inh 4.1, STAT1 blocker -2.3, APP 5'UTR act -2.8, STAT3 activator 99.8, FLuc stim CS 1.1, FLuc inh counter -8.3 and STAT1 activator 102.1.
For Cc1sc2ncnc(Sc3nnnn3-c3ccccc3)c2c1C the results were NF-kB neuron act 3.93*, APP 5UTR inh 5.3, STAT3 inh 9.3, STAT1 blocker 5.7, APP 5'UTR act -5.3, STAT3 activator 94.2, FLuc stim CS 1, FLuc inh counter -4.8 and STAT1 activator 94.8.
Screening CCN(CC)CCN1C(=O)c2oc3ccccc3c(=O)c2C1c1ccccc1 (stereo unspecified) returned NF-kB neuron act 1.35, APP 5UTR inh 0.0, STAT3 inh 8.9, ROMK primary 0.306, STAT1 blocker 7.4, APP 5'UTR act 0.0, STAT3 activator 94.5, FLuc stim CS 1, FLuc inh counter 2.7 and STAT1 activator 93.1.
CCOC(=O)CSc1nc2ccccc2c(=O)n1C1CCCC1 was read as NF-kB neuron act 1.06, APP 5UTR inh -8.6, STAT3 inh 0.5, ROMK primary -0.922, STAT1 blocker 1.2, APP 5'UTR act 8.6, STAT3 activator 100.4, FLuc stim CS 1, FLuc inh counter -3.7 and STAT1 activator 98.9.
`O=C(Nc1nnc(-c2ccc3c(c2)CCCC3)o1)c1ccccc1` gave NF-kB neuron act 0.59, APP 5UTR inh 5.5, STAT3 inh 4.2, STAT1 blocker 6.5, APP 5'UTR act -5.5, STAT3 activator 104.1, FLuc stim CS 0.8, FLuc inh counter 15.8 and STAT1 activator 94.1.
For Cc1ccc(CN2CCN(c3ncccn3)CC2)o1 the results were NF-kB neuron act 1.13, APP 5UTR inh -10.1, STAT3 inh 2.1, ROMK primary 1.36, STAT1 blocker -3.2, APP 5'UTR act 10.1, STAT3 activator 95.8, FLuc stim CS 1, FLuc inh counter -2.6 and STAT1 activator 102.9.
Cc1ccc2nc(C)cc(Nc3ccc4c(c3)OCCO4)c2c1 was read as NF-kB neuron act 0.62, APP 5UTR inh -7.5, STAT3 inh 14.3, ROMK primary -0.77, STAT1 blocker -2.4, APP 5'UTR act 7.5, STAT3 activator 87.1, FLuc stim CS 1, FLuc inh counter -2.0 and STAT1 activator 102.2.
COc1cc(/C=N/NC(=O)Nc2ccccc2)ccc1OCCOc1ccccc1C was read as NF-kB neuron act 0.85, APP 5UTR inh 10.5, STAT3 inh -4.7, STAT1 blocker -8.3, APP 5'UTR act -10.5, STAT3 activator 110.9, FLuc stim CS 1, FLuc inh counter -0.9 and STAT1 activator 107.5.
Screening Cc1ccc(-c2nc(N)sc2-c2ccccc2)cc1C returned NF-kB neuron act 0.83, APP 5UTR inh 1.1, STAT3 inh 9.0, STAT1 blocker 15.9, APP 5'UTR act -1.1, STAT3 activator 94.7, FLuc stim CS 1, FLuc inh counter -4.2 and STAT1 activator 86.0.
For CCCn1c(SCC(=O)c2ccc3c(c2)OCCO3)nc2c1c(=O)n(C)c(=O)n2C the results were NF-kB neuron act 1.18, APP 5UTR inh 10.7, STAT3 inh 4.4, STAT1 blocker -2.8, APP 5'UTR act -10.7, STAT3 activator 101.8, FLuc stim CS 1, FLuc inh counter 2.4 and STAT1 activator 103.2.
Screening CC(C)(C)NC(=O)NC(=O)COC(=O)CNS(=O)(=O)/C=C/c1ccccc1 returned NF-kB neuron act 1.23, APP 5UTR inh -5.3, STAT3 inh -0.2, ROMK primary -0.311, STAT1 blocker -5.5, APP 5'UTR act 5.3, STAT3 activator 102.0, FLuc stim CS 1.1, FLuc inh counter -5.8 and STAT1 activator 104.6.
Screening C=C(C)c1ccc(C(C)(C)NC(=O)N2CCN(C)CC2)cc1 returned NF-kB neuron act 1.19, APP 5UTR inh 5.6, STAT3 inh 6.1, STAT1 blocker 3.4, APP 5'UTR act -5.6, STAT3 activator 99.4, FLuc stim CS 1, FLuc inh counter -1.0 and STAT1 activator 96.8.
Screening Cc1ccc(S(=O)(=O)N2CCC(=O)N(C(COCc3ccccc3)Cc3ccccc3)CC2)cc1 (stereo unspecified) returned NF-kB neuron act 0.75, APP 5UTR inh 10.6, STAT3 inh -22.2, ROMK primary -1.12, STAT1 blocker 4.1, APP 5'UTR act -10.6, STAT3 activator 116.2, FLuc stim CS 1, FLuc inh counter -3.4 and STAT1 activator 96.3.
`O=C(CN1C(=O)C2CCCCC2C1=O)OCC(=O)c1ccc(Cl)s1` (stereo unspecified) gave NF-kB neuron act 1.1, APP 5UTR inh 19.0, STAT3 inh 2.4, ROMK primary -0.0629, STAT1 blocker 6.5, APP 5'UTR act -19.0, STAT3 activator 102.3, FLuc stim CS 1, FLuc inh counter -1.5 and STAT1 activator 95.4.
`COc1cc2c(cc1OC)-c1cc(NC3CCCCCCC3)nc(=O)n1CC2` gave NF-kB neuron act 0.6, APP 5UTR inh -4.8, STAT3 inh -2.1, ROMK primary 0.754, STAT1 blocker -2.3, APP 5'UTR act 4.8, STAT3 activator 104.1, FLuc stim CS 1, FLuc inh counter -2.0 and STAT1 activator 102.1.
Screening COc1ccc(CCn2c(C)cc3c(c2=O)C(c2ccc4c(c2)OCO4)C(C#N)=C(N)O3)cc1OC (stereo unspecified) returned NF-kB neuron act 0.56, APP 5UTR inh -0.6, STAT3 inh -1.0, ROMK primary -0.445, STAT1 blocker 8.6, APP 5'UTR act 0.6, STAT3 activator 106.4, FLuc stim CS 1, FLuc inh counter -4.8 and STAT1 activator 92.5.
Screening O=C(COCC(=O)Nc1cccc(C(F)(F)F)c1)Nc1cccc(C(F)(F)F)c1 returned NF-kB neuron act 0.92, STAT3 inh -8.4, ROMK primary -0.661, STAT1 blocker 9.9, STAT3 activator 105.5, FLuc stim CS 1, FLuc inh counter -3.8 and STAT1 activator 90.9.
`COc1ccccc1N1CCN(C(=O)C2CCC(Cn3c(=S)[nH]c4ccccc4c3=O)CC2)CC1` (stereo unspecified) gave NF-kB neuron act 0.47, APP 5UTR inh 6.5, STAT3 inh 13.7, ROMK primary 1.52, STAT1 blocker -11.2, APP 5'UTR act -6.5, STAT3 activator 90.3, FLuc stim CS 1, FLuc inh counter -2.9 and STAT1 activator 110.3.
`CCOC(=O)c1c(C)n(C)c2ccc(OCC(N)=O)cc12` gave NF-kB neuron act 0.92, APP 5UTR inh 11.8, STAT3 inh -0.8, STAT1 blocker -5.3, APP 5'UTR act -11.8, STAT3 activator 105.1, FLuc stim CS 1.1, FLuc inh counter -5.5 and STAT1 activator 104.8.
Screening Cc1ccc(SCC(=O)Nc2cccc(NC(=O)c3ccco3)c2)cc1 returned NF-kB neuron act 1.34, APP 5UTR inh 3.1, STAT3 inh 16.5, STAT1 blocker -5.6, APP 5'UTR act -3.1, STAT3 activator 94.4, FLuc stim CS 1, FLuc inh counter 0.3 and STAT1 activator 105.1.
For Cc1ccccc1CSc1nc2c(c(=O)[nH]1)CCC2 the results were NF-kB neuron act 1.05, APP 5UTR inh -2.5, STAT3 inh 13.1, STAT1 blocker -0.6, APP 5'UTR act 2.5, STAT3 activator 94.3, FLuc stim CS 1.2, FLuc inh counter -18.3 and STAT1 activator 101.8.
Cc1cnc(C(=O)Nc2nccs2)cn1 was read as NF-kB neuron act 2.12, APP 5UTR inh -27.1, STAT3 inh 0.5, STAT1 blocker -13.2, APP 5'UTR act 27.1, STAT3 activator 102.4, FLuc stim CS 0.9, FLuc inh counter 5.7 and STAT1 activator 111.9.
CCc1cc(C(N)=O)c(NC(=O)c2ccc(OC)cc2)s1 was read as NF-kB neuron act 1.79, APP 5UTR inh -54.4, STAT3 inh 13.4, STAT1 blocker -25.6, APP 5'UTR act 54.4, STAT3 activator 91.0, FLuc stim CS 0.7, FLuc inh counter 28.1 and STAT1 activator 122.5.
`Cc1cc(C)n(-c2nnc(SCC(=O)NC3CCCC3)c3ccccc23)n1` gave NF-kB neuron act 1.11, APP 5UTR inh -20.1, STAT3 inh 19.3, ROMK primary -1.34, STAT1 blocker 7.7, APP 5'UTR act 20.1, STAT3 activator 86.4, FLuc stim CS 1.1, FLuc inh counter -8.6 and STAT1 activator 93.6.
For CCc1cc2ccc(C)cc2nc1SCC(=O)NNC(=O)c1ccco1 the results were NF-kB neuron act 0.94, STAT3 inh -10.8, ROMK primary 0.268, STAT1 blocker -3.1, STAT3 activator 109.5, FLuc stim CS 1.1, FLuc inh counter -7.8 and STAT1 activator 102.8.
Cc1ccc(N2C(=O)Nc3ccccc3C2(O)C(=O)N2CCN(c3ccccn3)CC2)cc1C (stereo unspecified) was read as NF-kB neuron act 1.1, APP 5UTR inh -2.4, STAT3 inh -13.8, ROMK primary 0.551, STAT1 blocker -11.0, APP 5'UTR act 2.4, STAT3 activator 112.6, FLuc stim CS 0.9, FLuc inh counter 10.3 and STAT1 activator 108.8.
Cc1csc(SCC(=O)c2ccc(S(=O)(=O)N3CCOCC3)cc2)n1 was read as NF-kB neuron act 1.37, APP 5UTR inh 6.3, STAT3 inh 0.7, STAT1 blocker 5.3, APP 5'UTR act -6.3, STAT3 activator 102.3, FLuc stim CS 1.1, FLuc inh counter -11.1 and STAT1 activator 95.1.

From PubChem BioAssay
